High-throughput results from PubChem BioAssay.
Artemis endo inh: blocks endonuclease activity of human Artemis; inhibition, % at 10 µM; recombinant Artemis, quenched FAM hairpin cleavage fluorescence; 30,000 tested, 0.78% active; AID 686954;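 active = at 10 µM dose, at least 30% inhibition, measured as corrected fluorescence normalized to stimulator and neutral control wells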
Target sequence (Q96SD1 whole entry, looked up): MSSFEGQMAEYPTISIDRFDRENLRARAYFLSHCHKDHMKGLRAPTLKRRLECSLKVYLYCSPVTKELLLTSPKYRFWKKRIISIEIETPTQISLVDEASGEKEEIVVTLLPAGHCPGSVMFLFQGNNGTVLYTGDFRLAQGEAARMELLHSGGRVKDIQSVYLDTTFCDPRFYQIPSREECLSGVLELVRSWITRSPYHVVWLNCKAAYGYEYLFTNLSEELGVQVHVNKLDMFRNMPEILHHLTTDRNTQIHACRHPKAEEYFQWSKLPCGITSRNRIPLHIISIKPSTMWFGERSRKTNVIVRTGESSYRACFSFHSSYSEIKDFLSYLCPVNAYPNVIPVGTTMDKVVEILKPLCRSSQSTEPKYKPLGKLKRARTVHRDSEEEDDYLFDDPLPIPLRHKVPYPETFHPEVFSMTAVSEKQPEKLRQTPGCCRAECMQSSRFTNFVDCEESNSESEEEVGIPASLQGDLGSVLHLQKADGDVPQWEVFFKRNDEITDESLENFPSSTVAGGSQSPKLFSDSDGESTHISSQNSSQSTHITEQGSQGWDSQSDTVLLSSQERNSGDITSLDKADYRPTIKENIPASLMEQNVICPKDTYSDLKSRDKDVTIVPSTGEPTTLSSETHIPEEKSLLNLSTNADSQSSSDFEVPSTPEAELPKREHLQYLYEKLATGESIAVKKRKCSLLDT
* marks the source's active call; other numbers are inactive results.

SMILES	Artemis endo inh
Cc1ccc(S(=O)(=O)N(C(=O)c2ccncc2)c2ccc(OC(=O)c3ccncc3)c3ccccc23)c(C)c1	11
CCCc1cc(=O)[nH]c(SCc2cccnc2)n1	3
O=C(c1cccnc1)N1CCN(C(=O)c2ccccc2F)CC1	-11
O=C(O)c1ccccc1SCC(=O)N1CCCCC1	6
Cc1ccc(OCCCC(=O)Nc2ccc(N3CCOCC3)cc2)cc1	1
COc1ccc(S(=O)(=O)N2CCCC(C(=O)Nc3cccc(C(C)=O)c3)C2)cc1 (centres undefined)	-9
NC(=O)C1CCN(C(=O)c2cnn(-c3ccccc3)c2NC(=O)c2ccco2)CC1	-7
Cc1ccc(S(=O)(=O)NCc2ccco2)c(C)c1C	-3
CCOC(=O)n1c(=O)n(Cc2ccc(Cl)cc2Cl)c2ccccc21	8
O=C(NCc1cccnc1)C1COc2ccccc2O1 (centres undefined)	2
CCOC(=O)c1cc2c(C(F)(F)F)cc(-c3cccnc3)nc2o1	2
N#C/C(=C/c1ccc(N2CCCCCC2)o1)c1ccc(F)cc1	-1
COc1ccc2o/c(=N\O)c(C(=O)Nc3ccccc3OC)cc2c1	-4
CCN(CC)C(=O)N1CCn2c(nc3ccccc32)C1	1
O=C1c2oc3ccccc3c(=O)c2C(c2cccc(F)c2)N1CCCO (centres undefined)	-3
Cc1ccc(N2C(=O)CC(Sc3ncn[nH]3)C2=O)cc1C (centres undefined)	-6
O=C(NCC(=O)N(c1cnc2ccccc2c1)C(C(=O)NC1CCCC1)c1ccncc1)c1ccco1 (centres undefined)	-7
CC(C)NS(=O)(=O)c1ccc(OCC(=O)NCc2ccccc2)cc1	-1
CC(=O)C1=C(O)C(=O)N(C)C1c1ccccc1F (centres undefined)	-5
CC(=O)Nc1ccc(S(=O)(=O)NCCSc2ccccn2)cc1	-1
CCCCOc1ccccc1NC(=O)c1ccco1	5
O=C(C1=C(O)C(=O)N(c2ncccn2)C1c1ccc(Cl)cc1)c1ccco1 (centres undefined)	19
CCN(CC)S(=O)(=O)c1ccc2c(c1)nc(SCC(N)=O)n2-c1ccc(OC)cc1	-2
CCCNc1ncnc2sc(C)c(C)c12	-5
Cc1ccc(-c2nc3ccccc3o2)cc1NC(=S)NC(=O)/C=C/c1ccco1	7
COc1ccc(Cl)c(Cn2c(NCCCN(C)C)nc3c2c(=O)n(C)c(=O)n3C)c1	8
S=c1[nH]ncn1-c1ccccn1	-2
CCN(CC)S(=O)(=O)c1ccc(C(=O)Nc2ccc(OCC(=O)N3CCOCC3)cc2)cc1	-2
COc1ccc(/C=N/NC(=O)c2ccoc2C)cc1COc1ccc(Cl)cc1	15
O=[N+]([O-])c1cccc(/C=N\N2CCN(Cc3ccccc3Cl)CC2)c1	2
Nn1c(Nc2ccccc2)nc2ccccc2c1=O	-3
CC1=CC(C)(C)n2c(O)c(C3=NC(=S)NC3=O)c3cc(OC(=O)c4cccc5ccccc45)cc1c32	21
Cc1cccc(S(=O)(=O)NCCC(=O)OC(C)C(=O)NC(=O)NC2CCCCC2)c1 (centres undefined)	7
CCOC(=O)Nc1ccc2c(c1)Sc1ccccc1N2C(=O)CCN1CCOCC1	-3
COc1ccc(OCC(=O)Nc2ccc(S(=O)(=O)N3CCCCCC3)cc2)cc1	0
O=C(c1ccc(F)cc1)N1CCCCC(Sc2nnnn2-c2ccccc2)C1=O (centres undefined)	6
O=C1CCCC2=C1C1(O)C(=O)c3ccccc3C1(O)O2 (centres undefined)	21
Cc1ccc(-c2cc(C(=O)NCc3ccco3)c3ccccc3n2)s1	3
CC(NC(=O)c1cc2ccccc2o1)C(=O)O (centres undefined)	-8
O=C(Nc1nc(-c2ccc(Cl)s2)cs1)c1ccccc1	5
CCCn1c(N)c(C(=O)CSc2nnc(C3CC3)n2Cc2ccccc2)c(=O)[nH]c1=O	-1
CCOC(=O)c1ccc(N2C(=O)C(O)=C(C(C)=O)C2c2ccccc2)cc1 (centres undefined)	3
COCCn1cnc2cc(C)c(C)cc21	0
COc1cccc(N2CCN(Cc3nc4ccccc4c(=O)[nH]3)CC2)c1	-2
C=CCN=C(CC)C1=C(O)CCCC1=O	5
CCc1ccccc1NC(=O)N[C@H](C(=O)O)C(C)CC (some centres undefined)	3
COc1cc(/C=C2/C(=O)N=C(N)N2C)cc(OC)c1OC	12
O=c1ccccn1Cc1c(F)cccc1Cl	5
COC(=O)c1ccccc1NC(=O)C1CCCN(S(=O)(=O)c2ccc(OC)cc2)C1 (centres undefined)	1
O=C(O)c1cccc(CSc2nnc(COc3ccccc3)o2)c1	2
COc1ccc(-c2noc(CN(C)S(=O)(=O)c3ccccc3)n2)cc1OC	9
CC(=O)N(C)c1ccc(OCC(O)Cn2c3ccc(Cl)cc3c3cc(Cl)ccc32)cc1 (centres undefined)	0
CCCc1c(C)c2ccc(OCC(C)=O)cc2oc1=O	1
CNC(=O)C1CC(=O)N(Cc2ccc(OC)c(OC)c2)C(=Nc2ccc(OC)cc2)S1 (centres undefined)	2
Nc1nc2ccccc2n1CCOc1ccccc1Cl	-3
COc1ccc(CCNC(=O)CSc2nc(O)c(CC(C)C)c(=O)[nH]2)cc1OC	-8
CCOn1c(=O)c(-c2ccc(OC)c(OC)c2)[n+]([O-])c2ccccc21	7
COc1ccc2[nH]c(C)cc(=O)c2c1	-10
C=CCN(CC=C)C(=O)c1ccccc1NC(=O)c1ccccc1C	-5
COc1ccc(-n2nnc3c(SCC(=O)OCc4ccccc4)ncnc32)cc1	-6
(next part)
SMILES	Artemis endo inh
CCOC(=O)c1c(CN2CCCCC2)oc2ccc(O)cc12	-2
O=C(Nc1nnc(COc2ccc(Cl)cc2)s1)c1ccc([N+](=O)[O-])cc1	4
CCOc1cc(CNCCc2ccc(S(N)(=O)=O)cc2)ccc1OCC(=O)NC1CCCCC1	0
O=C(c1ccc(-c2nnc(Nc3ccccc3)c3ccccc23)cc1)N1C[C@H]2C[C@H](C1)c1cccc(=O)n1C2	6
CCOc1ccc(NS(=O)(=O)c2ccc3[nH]cc(C(=O)N(CC)CC)c(=O)c3c2)cc1	-1
COCCNC(=O)c1ccccc1NC(=O)c1ccccc1N(C)S(=O)(=O)c1ccccc1	5
Cc1nnc(SCC(=O)N2CCN(S(=O)(=O)c3ccccc3)CC2)[nH]c1=O	-13
Cn1c(CSCc2ccc(Cl)c(Cl)c2)nnc1SCC(=O)Nc1nccs1	11
COC(=O)C1=C(C)NC2=C(C(=O)CCC2)C1c1cn(Cc2ccc(Cl)cc2Cl)nc1-c1ccccc1 (centres undefined)	9
O=C(NCc1ccco1)C(Cc1ccccc1)N1C(=O)c2ccccc2C1=O (centres undefined)	-3
COc1ccc(S(=O)(=O)N2CCC(C(=O)N3CCN(c4ccccc4OC)CC3)CC2)cc1	4
Cc1ccc(C(=O)OCC(=O)Nc2ccc(N(C)C)cc2)cc1NC(=O)c1ccco1	-1
c1ccc(Oc2cccc(NC3=NCCC3)c2)cc1	-5
COc1ccc2[nH]c(=O)c(CN(C(=O)C3CCCO3)c3ccc(C)cc3)cc2c1 (centres undefined)	5
COc1ccc(F)cc1S(=O)(=O)N1CCN(Cc2ccc3c(c2)OCO3)CC1	5
O=C(c1ccco1)c1nc2c(n1O)CCCCC2	6
ON1C(c2ccc(Cl)cc2Cl)N(O)[C@H]2CCCC[C@H]21 (some centres undefined)	-4
COc1ccc(/C=C/C(=O)NCC(=O)N/N=C/c2cc(Br)ccc2OCc2ccccc2)cc1	12
Cc1cc(-c2nc3ncccc3o2)ccc1N	3
CCN(CC)CC(C(=O)N(CC)CC)P(=O)(c1ccccc1)c1ccccc1 (centres undefined)	-13
COCCCn1cnc2c(c1=O)c1nc3ccccc3nc1n2CCc1ccccc1	23
Cn1c(SCc2cccc3ccccc23)nnc1-c1ccco1	1
O=C(COC(=O)c1ccccc1Oc1ccccc1)NC1CCS(=O)(=O)C1 (centres undefined)	0
O=c1c(-c2cccc3ccccc23)[n+]([O-])c2ccccc2n1O	8
O=C(CN(C1CCCCC1)S(=O)(=O)c1ccccc1)N1CCCC1	15
N#Cc1c(N)n(CCNC(=O)c2cccs2)c2nc3ccccc3nc12	14
Cn1c(=O)c2c(nc(N3CCCCCC3)n2CC(=O)c2ccccc2)n(C)c1=O	-7
Cc1ccc(SC(C)c2nc(-c3cccnc3)no2)cc1 (centres undefined)	-5
Cc1ccc(-c2nnn(CC(=O)NC3CC4CCC3C4)n2)cc1 (centres undefined)	13
COc1ccc(-n2c(SCC(=O)NCC3CCCO3)nc3n[nH]c(C)c3c2=N)cc1 (centres undefined)	4
O=C([C@H](Cc1ccccc1)NS(=O)(=O)c1ccc(Cl)cc1)N1CC[C@@]2(O)CCCC[C@H]2C1	-4
Cc1ccc(N(CC(O)CN(C)C)S(=O)(=O)c2ccccc2)cc1 (centres undefined)	-1
CCOC(=O)c1cc(-c2ccco2)nc2c1c(C)nn2-c1ccccc1	19
Cc1nn(-c2nc3ccccc3n2Cc2ccccc2)c2c1C(=O)CC(C)(C)C2	0
Brc1cccc(-c2nnc3n2CCCCC3)c1	0
CCCc1nc(N)nc2c1C(=O)CC(C)(C)C2	2
Cc1ccc(/C(O)=C2\C(=O)C(=O)N(CC(C)O)C2c2ccc(N(C)C)cc2)cc1 (centres undefined)	0
CNC(=O)NC(=O)CSc1nnc(-c2ccco2)n1Cc1ccccc1	9
CCN(CC)C(=O)c1ccc(COc2ccccc2Br)o1	-2
COc1cc(C)c(Br)cc1S(=O)(=O)N1CCCC1	-9
COC(=O)c1cc(C(=O)OC)cc(S(=O)(=O)Nc2ccc(Cl)c(N)c2)c1	12
COc1ccc(CSc2nc(C)cc(=O)[nH]2)cc1	-9
Nc1c(-c2ccccc2)cnn1C1CCS(=O)(=O)C1 (centres undefined)	-17
O=C(Cn1nnc(-c2cccc(C(F)(F)F)c2)n1)NC(=O)NCc1ccco1	-2
CCOC(CCNC(=O)c1cn(-c2cccc(C)n2)cn1)OCC	-9
O=C(CSc1nc2ccccc2o1)NCC(=O)c1ccccc1	7
CCOC(=O)C1CCN(C2CC(=O)N(c3ccc(OCC)cc3)C2=O)CC1 (centres undefined)	-10
NC(=O)CCS(=O)(=O)CCN1CCCCC1	4
CO/N=C(\Cn1ncc(N2CCCC2)c(Br)c1=O)c1ccc(Cl)cc1	1
COCCCNc1nc(=S)[nH]c2cc(OC)c(OC)cc12	0
C=CCC1(O)C(=O)Nc2ccccc21 (centres undefined)	-7
CN(C)c1nc(N)nc(CSc2nnnn2C)n1	-5
CC(=O)N1CCc2cc(S(=O)(=O)CCC(=O)N3CCN(c4ccccn4)CC3)ccc21	1
CN(C)S(=O)(=O)c1ccc(C(=O)OCc2ccc(C#N)cc2)cc1	-5
CCCCCCn1c(N2CCN(c3cccc(Cl)c3)CC2)nc2c1c(=O)[nH]c(=O)n2C	35*
CC(C)c1ncc(C(O)c2cccc3ccccc23)n1C (centres undefined)	-4
CC(NC(=O)C1CCCO1)c1ccccc1 (centres undefined)	-1
O=C1CC(=C(c2ccccc2)c2ccccc2)C(=O)N1CCCCN1CCN(c2ccccc2)CC1	13
CN(C(=O)CCN1C(=O)C(C)(C)Nc2ccccc21)c1ccccc1	-6
COc1ccc(OCC(O)COc2ccc(OC)cc2)cc1	1
Remaining list, next part:
SMILES	Artemis endo inh
Cc1cccc(OCCOC(=O)C2CCN(S(=O)(=O)c3cccs3)CC2)c1	6
COc1ccccc1C(=O)NCCn1ccc2ccccc21	-6
COc1cc(OC)cc(C(=O)NCCOc2ccccc2)c1	-1
COc1ccccc1OC(=O)c1ccc(SC)cc1OC	3
CC1=CC(C)C2C(=O)N(CCCN(C)C)C(=O)C2C1 (centres undefined)	6
COc1ccc2c(c1)Cc1sc(NC(=O)c3ccccc3)nc1-2	10
Cc1ccc(S(=O)(=O)NCCCCCC(=O)Nc2nccs2)cc1	-3
Cc1c(C(=O)NCc2ccccc2)cnn1-c1ccccc1	0

The list is partial, so the mix of outcomes need not match the whole.
